# BoNT-A LC inh2: BoNT/A light chain protease inhibitors, primary screen, biochemical, flow cytometry, MLPCN library | Botulinum neurotoxin type A light chain protease (Clostridium botulinum A str. ATCC 3502) | multiplex microsphere protease substrate cleavage | inhibition, % at 10 µM | actives 0.17% (n = 360,000) | AID 588499, 2011; also: plate controls were buffer without enzyme for full effect and enzyme alone for no effect
# PfHsp40 rescue: rescue of yeast from PfHsp40 toxicity, primary screen, S. cerevisiae, ATP luminescence; growth rescue, % at 12.5 µM; actives 0.68% (n = 340,000); S. cerevisiae expressing PfHsp40, growth rescue; in the data active = growth rescue above about 28%, passing the limit was not always enough; inconclusive = no clear call, values can overlap the other calls;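 also: yeast W303a lacking pdr1 and pdr3 grown in galactose medium; growth measured after three days at 30 °C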
# Y pestis TopoI: Yersinia pestis topoisomerase I inhibitors, primary screen, biochemical, cleavage product accumulation, plate reader, single point; DNA topoisomerase I (Yersinia pestis CO92); activity, % at 10 µM; actives 0.064% (n = 360,000); Y. pestis Topo-I cleavage product accumulation; in the data active = activity above about 50%, passing the limit was not always enough; inconclusive = no clear call, values can overlap the other calls; also: inactives centre near 2
# Anthrax LF prot: Bacillus anthracis LF protease inhibitors, primary screen, biochemical, multiplex microsphere, MLPCN library; AID 588501, 2011; Lethal factor (Bacillus anthracis), P15917; multiplex microsphere protease cleavage assay; inhibition, % at 10 µM; actives 0.12% (n = 360,000); also: plate controls were buffer without enzyme for full effect and enzyme alone for no effect
# Target sequence (P15917 whole entry, looked up): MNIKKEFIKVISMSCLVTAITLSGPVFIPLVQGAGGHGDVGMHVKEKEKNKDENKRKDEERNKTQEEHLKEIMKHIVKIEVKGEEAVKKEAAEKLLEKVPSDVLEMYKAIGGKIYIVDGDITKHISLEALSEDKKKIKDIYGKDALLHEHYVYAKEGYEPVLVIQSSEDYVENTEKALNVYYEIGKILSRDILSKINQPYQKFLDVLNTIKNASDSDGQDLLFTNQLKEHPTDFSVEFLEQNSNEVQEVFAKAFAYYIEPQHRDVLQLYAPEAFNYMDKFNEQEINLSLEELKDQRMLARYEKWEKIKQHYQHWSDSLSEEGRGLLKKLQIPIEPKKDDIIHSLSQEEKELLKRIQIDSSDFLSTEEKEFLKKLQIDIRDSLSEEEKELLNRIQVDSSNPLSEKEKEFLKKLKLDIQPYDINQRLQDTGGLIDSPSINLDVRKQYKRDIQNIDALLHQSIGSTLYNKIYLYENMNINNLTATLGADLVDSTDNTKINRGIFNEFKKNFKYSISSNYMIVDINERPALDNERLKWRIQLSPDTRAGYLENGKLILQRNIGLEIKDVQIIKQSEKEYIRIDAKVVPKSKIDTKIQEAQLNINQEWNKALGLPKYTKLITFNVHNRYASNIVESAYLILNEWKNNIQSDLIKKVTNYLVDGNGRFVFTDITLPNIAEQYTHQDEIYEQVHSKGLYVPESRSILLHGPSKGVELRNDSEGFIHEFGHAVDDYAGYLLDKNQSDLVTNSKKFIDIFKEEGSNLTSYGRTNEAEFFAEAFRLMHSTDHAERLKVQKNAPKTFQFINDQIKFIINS
# Vc quorum ag: inducers of Vibrio cholerae quorum light production without autoinducers, primary screen, BH1578 luxS cqsA deficient, single point | V. cholerae BH1578 lux reporter, luminescence, 6 h | activation, % at 18.7 µM | actives 0.16% (n = 350,000) | AID 588436, 2011; in the data active = activation mostly above about 9.7%, no sharp cut-off; inconclusive = no clear call, values can overlap the other calls; inactive = mostly below about 3.7%; also: not every result past the cut was called active; inactives centre near 0; reference of the scale not given here
# PrPC surface inh: inhibitors of human cell surface prion protein PrPC, primary screen, cell-based, TR-FRET; Major prion protein (Homo sapiens), P04156; TR-FRET read-out; inhibition, % at 13.8 µM; actives 0.43% (n = 370,000); AID 720596, 2013; in the data active = inhibition above about 24%; also: 0% = median of the test wells and 100% = reference compound wells
# SARS 3CLpro inh: SARS-CoV 3CLpro protease inhibitors, primary screen, biochemical, quenched FRET; AID 1706, 2009; Replicase polyprotein 1ab (Severe acute respiratory syndrome coronavirus), P0C6X7; recombinant SARS-CoV 3CLpro, quenched FRET peptide cleavage; actives 0.14% (n = 290,000); inhibition, % at 6 µM; in the data active = inhibition above about 12%
# TcdB GH inh: TcdB glycohydrolase inhibitors, primary screen, biochemical, single point, plate reader; inhibition, % at 9.99 µM; actives 0.24% (n = 350,000); Toxin B (Clostridioides difficile), P18177; TcdB glycohydrolase enzymatic assay; in the data active = inhibition above about 10%
# PriA SSB inh: inhibitors of Klebsiella pneumoniae PriA binding to SSB C-terminal tail, primary screen, biochemical, AlphaScreen | PriA–SSB C-terminal tail interaction (Klebsiella pneumoniae) | AlphaScreen SSBct-PriA binding, biotinylated peptide | inhibition, % at 33 µM | actives 0.6% (n = 430,000) | AID 1272365, 2023; in the data active = inhibition mostly above about 37%, no sharp cut-off; inactive = mostly below about 20%;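 also: plate controls were negative control peptide for no effect and reference peptide for full effect; strong numbers were not always called active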
# * = called active by the depositor; i = inactive; ? = inconclusive; . = no result given; & = joins results of further samples. Rule as the data show it, unless noted: active = inhibition above about 30%; inconclusive = no clear call, values can overlap the other calls; inactive = below that.
# Every second line gives: BoNT-A LC inh2 | PfHsp40 rescue | Y pestis TopoI | Anthrax LF prot | Vc quorum ag | PrPC surface inh | SARS 3CLpro inh | TcdB GH inh | PriA SSB inh
COc1ccc(C2C(C(=O)N3CCOCC3)CCC(=O)N2c2cc(OC)c(OC)c(OC)c2)cc1 (stereo not given)
 : 0.2 | 0.1 | 2 | 6 | -11 | -9 | -3 | . | -1
COC(=O)[C@]12CCCCC=C1N(CCC1=CCCCC1)C(=O)[C@H](CC(=O)NCc1ccc(OC)c(OC)c1)C2
 : 0.3 | . | . | -4 | . | 1 | . | 1.1 | .
Cc1ccc(NCc2nnc(SCC(=O)O)n2Cc2ccccc2)cc1Cl
 : -0.6 | 0.4 | 16 | -11 | -0.4 | 8 | 5 | -2.1 | -3
CCOc1ccc(C2NC(=O)CCC2[N+](=O)[O-])cc1 (stereo not given)
 : -1.1 | -0.6 | -4 | -7 | 0.4 | 10 | 2 | 1.9 | -10
CCOc1ccc2nc(C(C)O)[nH]c2c1 (stereo not given)
 : -1.4 | -0.4 | -7 | -6 | i | 1 | -4 | . | 1
Fc1ccc(CN2CCN(c3ccc(Cl)cc3)CC2)cc1
 : -1.0 | 0.4 | 21 | 0 | -0.3 | 0 | -1 | 0.7 | 3
Cn1c(COc2ccccc2)nnc1SCC(=O)Nc1ccc(N2CCOCC2)cc1
 : 0.9 | -0.3 | -1 | 0 | 1.8 | 4 | -1 | -1.7 | -5
COc1ccc(S(=O)(=O)Nc2nc3ccccc3nc2NCc2ccc3c(c2)OCO3)cc1
 : 0.8 | -0.1 | 18 | 0 | i | -6 | 4 | . | -2
COc1cccc(Cn2cc(-c3cccc(C(F)(F)F)c3)nn2)c1
 : -0.6 | 3.4 | 33 | -3 | 0.3 | 6 | 2 | 0.0 | -46
COc1ccc(C(=O)Nc2ccc3nc(C)sc3c2)cc1OC
 : -0.7 | 0.0 | -1 | -3 | -1.6 | -2 | 3 | -1.6 | 14
Cc1cccc(OCC(=O)Nc2ccc3c(c2)nc(CCN2CCCCC2)n3C)c1
 : -2.4 | -1.3 | -2 | -3 | i | -6 | -5 | 1.3 | -2
COC(=O)c1ccc2nc(NC(=O)CCS(=O)(=O)c3ccccc3)sc2c1
 : -9.0 | -1.4 | -4 | -3 | -0.5 | -2 | 0 | 1.7 | -10&-7
O=C(Nc1ccc(F)cc1F)c1cc2ccccc2oc1=O
 : . | -1.2 | 5 | . | -0.2 | 9 | 5 | 0.1 | -11
Cc1n[nH]c(C)c1-c1nc2ccccc2[nH]1
 : -0.2 | -0.3 | 2 | -2 | i | 0 | 5 | . | -1
NS(=O)(=O)c1ccc(CNC(=O)/C=C/c2cccc([N+](=O)[O-])c2)cc1
 : -16 | -0.6 | -1 | -23 | i | -21 | -1 | 0.4 | -6
CCOc1ccc(OCc2ccc(C(=O)O)o2)cc1
 : 0.4 | 0.2 | 0 | -3 | -0.6 | -7 | 1 | . | -6
CCN(CC(=O)Nc1ccc(OC)cc1)C(=O)COc1cccc2c1OC(C)(C)C2
 : -2.5 | 0.8 | 6 | -5 | i | -1 | . | -0.3 | 2
CN(CC(O)COCc1ccccc1F)C1CCCCC1 (stereo not given)
 : 0.5 | -0.1 | -1 | -3 | -0.4 | -2 | -3 | 1.5 | -13
COc1ccccc1CCNC(=O)c1cc(-c2ccccn2)nc2ccccc12
 : . | -2.0 | 4 | . | i | -18 | . | -1.4 | -13
Cc1ccc2nc(-c3ccc(NC(=S)NC4CC(C)(C)NC(C)(C)C4)cc3)sc2c1
 : 6.1 | -1.0 | -3 | 0 | -1.4 | 5 | 0 | 2.8 | 19

# Additional structures.
# Every second line gives: BoNT-A LC inh2 | PfHsp40 rescue | Y pestis TopoI | Anthrax LF prot | Vc quorum ag | PrPC surface inh | SARS 3CLpro inh | TcdB GH inh | PriA SSB inh
O=Cc1c(N2CCN(c3ccccc3)CC2)nc2ccccn2c1=O
 : 0.4 | 0.8 | 1 | -3 | -0.3 | -11 | 3 | 1.3 | 0
COc1ccc(C(=O)N2CCN=C2SCc2cccnc2)cc1OC
 : 0.1 | -0.7 | -3 | -2 | -0.3 | -3 | -3 | 0.9 | -3
COc1ccc(CCNC(=O)c2cnc3n(c2=O)CCS3)cc1OC
 : -0.2 | 1.4 | 9 | -1 | 2.8 | -5 | 1 | . | -15&-5
CCOC(=O)CCC(NC(=O)CCCCC(=O)NC(CCC(=O)OCC)C(=O)OCC)C(=O)OCC (stereo not given)
 : -0.2 | -0.3 | -15 | -1 | -0.2 | 2 | 5 | 0.8 | -15
Cn1cc(/C=C2/SC(=O)N(CC(=O)Nc3ccc4c(c3)OCO4)C2=O)c2ccccc21
 : 0.5 | 0.3 | -4 | -1 | i | 0 | 1 | . | -11
CC(=O)c1cccc(NC(=O)c2cccc(N3C(=O)c4ccccc4C3=O)c2)c1
 : 2.6 | -0.3 | 4 | -1 | -1.3 | 3 | -6 | 0.9 | -9
CCN1CCCC1CNC(=O)c1cc2c(OC)cccc2[nH]1 (stereo not given)
 : -3.0 | -0.6 | 5 | -3 | i | -5 | -3 | 0.5 | 24
COc1ccccc1OCc1nn[nH]n1
 : 1.7 | -0.7 | -8 | 3 | i | 2 | 0 | 2.6 | -10
O=c1c(O)c(-c2ccc(O)cc2)oc2cc(O)cc(O)c12
 : 0.8 | -0.1 | -4 | -2 | -0.3 | -12 | . | -0.7 | 8
COC(=O)[C@]12CCCCC=C1N(CCC1=CCCCC1)C(=O)[C@H](CC(=O)NCc1cccc3ccccc13)C2
 : 0.2 | . | . | -7 | . | 2 | . | 0.0 | .
O=C(Nc1ccccc1C(=O)NC(Cc1ccccc1)C(=O)NC1CCCCC1)c1ccccc1 (stereo not given)
 : 0.0 | -0.5 | 2 | -2 | -0.8 | -4 | 3 | . | -9
O=C(c1ccc(F)cc1)n1ccc(-c2cnc(-c3ccccc3)s2)n1
 : 0.7 | -0.3 | -1 | -3 | -0.9 | 2 | 3 | . | -8
CC(C)CNC(=O)COC(=O)c1ccccc1OCC(=O)Nc1ccc(Br)cc1
 : -0.5 | 0.7 | 6 | -2 | i | 6 | -1 | 0.5 | -15
CCOc1ccc2nc(SCC(=O)N(CC(C)C)c3c(N)n(CC(C)C)c(=O)[nH]c3=O)[nH]c2c1
 : 0.1 | 0.7 | -4 | 3 | i | -1 | . | -1.8 | -5
COCCn1c(N)c(N(Cc2ccccc2)C(=O)C2=COCCO2)c(=O)[nH]c1=O
 : 2.8 | -0.9 | -1 | ? | 0.1 | 6 | -10 | 0.2 | 0
CCOC(=O)C(NCc1ccco1)(NC(=O)c1ccccc1)C(F)(F)F (stereo not given)
 : 0.1 | -0.5 | 2 | 0 | -1.9 | 3 | 2 | . | -6
CN(C)C(=O)CCN1CCOCC1
 : 0.3 | -1.3 | -2 | -3 | i | -6 | 2 | . | -13
O=C1NCCN1C(=O)c1ccccc1F
 : -0.3 | 2.7 | -2 | -1 | -0.4 | 0 | -4 | . | 1
CCn1nc(NC(=O)c2ccncc2)c2cc3cccc(C)c3nc21
 : 2.0 | 0.9 | 3 | -1 | -0.8 | 7 | 3 | 0.9 | 0
O=C(CN(C(=O)c1csnn1)c1ccccc1Cl)NC1CCCC1
 : 0.1 | -2.2 | -3 | 0 | -0.2 | 1 | -2 | 1.6 | -1

# New compounds follow
# Every second line gives: BoNT-A LC inh2 | PfHsp40 rescue | Y pestis TopoI | Anthrax LF prot | Vc quorum ag | PrPC surface inh | SARS 3CLpro inh | TcdB GH inh | PriA SSB inh
COc1cc2c(cc1NC(=S)Nc1cccc(C)c1)oc1ccccc12
 : -1.1 | 4.6 | -11 | -3 | i | 0 | -2 | . | 7
COc1ccc(CCNC(=O)COc2nncc3ccccc23)cc1
 : -0.4 | 0.3 | 1 | 6 | -0.9 | -6 | 3 | . | -4
O=C(NCc1ccccc1)c1cc(C2CCCCN2C(=O)c2ccc3c(c2)CCO3)on1 (stereo not given)
 : -0.5 | . | 9 | -5 | -0.3 | 2 | . | 0.4 | .
COc1ccc(CCNC(=O)c2cccs2)cc1OC
 : 0.2 | 0.7 | 8 | 2 | -0.2 | -2 | -5 | -0.6 | -15
CCC(C)(C(=O)NC1CCCCC1)N(Cc1cccs1)C(=O)c1ccc(=O)[nH]c1 (stereo not given)
 : 0.2 | -0.9 | -1 | -1 | -0.3 | 2 | 0 | . | 0
c1ccc(-c2ccc3ccccc3n2)cc1
 : -0.7 | 0.9 | 2 | -6 | -0.4 | -3 | . | 0.0 | -32
Clc1cccc(-c2nc3c4ccccc4ccn3c2Cc2ccccc2)c1
 : -0.5 | . | . | -2 | . | 4 | . | -0.9 | .
CCOC(=O)C1CCN(C(=O)c2ccc(Cl)c(S(=O)(=O)N3CCCC3)c2)CC1
 : -1.8 | -0.5 | 4 | -2 | -0.3 | -4 | -5 | 0.1 | -9
Cn1c(=O)cc(SCC(=O)NCc2ccc(F)cc2)c2ccccc21
 : -0.7 | -0.6 | 4 | 2 | -0.2 | 2 | 0 | -1.5 | -6
CC(=O)N1CCc2cc(S(=O)(=O)CCC(=O)NCc3ccc(C)o3)ccc21
 : 1.0 | -0.5 | 5 | 0 | 0.1 | -2 | -5 | -1.1 | -1
CCn1c(C(O)c2ccccc2)nc2ccccc21 (stereo not given)
 : -0.3 | -0.4 | 2 | -2 | -0.6 | -4 | -2 | . | -6
O=C(NCCO)C(=O)NCC(c1ccc2c(c1)OCO2)N1CCN(c2ccc(F)cc2)CC1 (stereo not given)
 : -0.3 | -0.2 | -1 | 3 | 7.1 | 1 | 2 | 0.1 | 6
COC(=O)CSc1nc(-c2ccccc2)nc2ccc(F)cc12
 : 0.5 | -1.3 | 0 | -4 | -0.7 | 49* | 7 | . | -14
COc1cc(NC(=O)CSc2nnnn2C2CCCC2)cc(OC)c1
 : 0.0 | 0.2 | 9 | 11 | i | -13 | 0 | 1.9 | 2
CC/C=C\[C@H](O)[C@H](O)C1=C(C)C(=O)[C@]2(O1)C(=O)N[C@@](OC)(C(=O)c1ccccc1)C2O (stereo not given in full)
 : 0.0 | -0.5 | 1 | -5 | -0.6 | -7 | -1 | 0.9 | -11
COc1cc(C(=O)NC2CC(C)CC(C)(C)C2)cc(OC)c1OC (stereo not given)
 : 0.3 | . | 14 | -6 | i | -6 | . | 0.8 | .
COc1ccc(S(=O)(=O)N2CCCCCC2)cc1NC(=O)CN1C(=O)NC(C)(c2ccccc2)C1=O (stereo not given)
 : 0.7 | 0.9 | -8 | -1 | -0.6 | -5 | . | 5.6 | 3
CCN(CC)c1nc(N2CCN(CCO)CC2)nc2ccccc12
 : 2.7 | -1.2 | 6 | 1 | i | -10 | -4 | 1.4 | 2
CCn1c(SCc2nc3ccccc3c(=O)[nH]2)nnc1-c1ccncc1
 : -0.3 | -0.3 | -8 | 3 | . | -2 | 6 | . | -17

# The list is partial, so the mix of outcomes need not match the whole.
